Assay outcomes from PubChem BioAssay.
Rab7 wt GTP bind: modulators of GTP binding to Rab7, primary screen, biochemical, wildtype, multiplex bead flow cytometry | Rab7 GTPase wild type (dog), Bodipy-FL-GTP binding | GST-Rab7 beads, fluorescent GTP binding; actives lie on both sides; untreated = 100%, excess cold GTP = 0% | GTP binding activity (percent of control), % at 10 µM | 190,000 compounds, 0.055% hits | AID 758, 2007;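 active = fluorescent GTP binding to Rab7 beads changed by at least 20 points from the 100% baseline, either direction, mostly lower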;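 note: median green fluorescence of bound Bodipy-FL-GTP per Rab7 bead population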
Avidin bead fluor: green autofluorescence of compounds with avidin beads – biophysical, 488/530 nm, flow cytometry, artefact control, profiling panel; compound fluorescence 488/530 nm; hits give high values; AID 1775, 2009; fluorescence (KMESF) at 10 µM; 220,000 compounds, 0.38% hits; in the data active = fluorescence above about 47; note: inactives centre near 10
HRas wt GTP bind: modulators of GTP binding to HRas wildtype, primary screen, biochemical, bead-based flow cytometry, multiplex; GTPase HRas (Homo sapiens), P01112; GST-Ras wt beads, Bodipy-FL-GTP binding; actives lie on both sides; GTP binding activity, % at 10 µM; 190,000 compounds, 0.14% hits; AID 759, 2007;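 active = GTP binding activity at least 20% away from the 100% baseline, either lowered as inhibitor or raised as activator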;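 note: 0% = unlabeled GTP competition control and 100% = no-compound control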
Target sequence (P01112 whole entry, looked up): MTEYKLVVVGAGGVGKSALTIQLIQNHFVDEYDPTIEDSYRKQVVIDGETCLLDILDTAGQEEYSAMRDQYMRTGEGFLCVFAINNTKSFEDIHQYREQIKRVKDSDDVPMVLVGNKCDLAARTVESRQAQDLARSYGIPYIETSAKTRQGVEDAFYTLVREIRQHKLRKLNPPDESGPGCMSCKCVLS
Rab2 wt GTP: modulators of GTP binding to Rab2A wildtype, primary screen, biochemical, dog, bead-based flow cytometry, multiplex; Ras-related protein Rab-2A (Canis lupus familiaris), P61105; GST-Rab2 wt beads, Bodipy-GTP binding; GTP binding activity, % at 10 µM; 190,000 compounds, 0.19% hits;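 active = GTP binding activity at least 20 points away from 100%, either lowered or raised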;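 note: 0% = beads with excess unlabeled GTP and 100% = no-compound control corrected for plate trend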
Mcl1-Noxa inh: Mcl-1/Noxa binding inhibitors, primary screen, biochemical, TR-FRET, 1536-well. Induced myeloid leukemia cell differentiation protein Mcl-1 (Homo sapiens), Q07820. TR-FRET Mcl-1/Noxa peptide binding, 2 h. inhibition, % at 21.7 µM. 220,000 compounds, 1.5% hits. AID 1022, 2008;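 active = compounds that cut the protein-peptide binding signal by more than 50% relative to plate controls in a single-dose test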;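 note: His-tagged Mcl-1 with rhodamine Noxa BH3 peptide and terbium anti-His antibody; 0% = Mcl-1 plus Noxa peptide wells and 100% = peptide-only wells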
Target sequence (Q07820 whole entry, looked up): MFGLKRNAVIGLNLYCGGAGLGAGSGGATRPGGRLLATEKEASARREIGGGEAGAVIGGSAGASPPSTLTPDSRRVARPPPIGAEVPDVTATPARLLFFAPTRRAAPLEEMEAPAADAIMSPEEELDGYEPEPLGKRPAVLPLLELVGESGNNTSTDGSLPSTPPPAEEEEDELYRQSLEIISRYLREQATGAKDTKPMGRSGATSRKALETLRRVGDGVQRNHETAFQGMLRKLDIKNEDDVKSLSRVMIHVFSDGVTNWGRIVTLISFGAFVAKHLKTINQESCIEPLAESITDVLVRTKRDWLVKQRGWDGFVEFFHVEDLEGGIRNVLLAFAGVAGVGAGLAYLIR
Pf gamet viab: late stage P. falciparum gametocyte viability inhibitors, primary screen, ATP luminescence, HTS | P. falciparum stage V gametocytes, 24 h | inhibition, % at 10.9 µM | 150,000 compounds, 0.065% hits | AID 743093, 2013;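 active = inhibition above the mean plus 3 SD of compounds within the control limits, set per campaign, cut at about 38% in these data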;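 note: 0% = DMSO wells and 100% = medium only without gametocytes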
Rac1 act GTP bind: GTP binding modulators of activated mutant Rac1, primary screen, biochemical, bead-based flow cytometry, multiplex, fluorescent GTP | Ras-related C3 botulinum toxin substrate 1 (Homo sapiens), P63000 | GST-Rac1 activated beads; actives lie on both sides; 100% means binding = to untreated wells | percent activity (GTP binding), % at 10 µM | 190,000 compounds, 0.11% hits | AID 764, 2007;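 active = GTP binding at least 20 percentage points away from the 100% baseline, in either direction, so actives lie on both sides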
GSH bead fluor: compound fluorescence on glutathione beads, profiling panel, artefact control, biophysical, 488/530 nm, flow cytometry; GSH beads flow cytometry, compound fluorescence 488/530 nm; hits give high values; 190,000 compounds, 0.25% hits; fluorescence (KMESF) at 10 µM; in the data active = fluorescence above about 89;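 note: glutathione beads carrying GST-tagged Bcl family fusion proteins plus one bare bead set; values are compound well signal with DMSO vehicle wells as background; inactives centre near 16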
Cdc42 wt: modulators of GTP binding to wildtype Cdc42, primary screen, biochemical, multiplex bead flow cytometry, Bodipy-GTP; percent activity (GTP binding), % at 10 µM; 190,000 compounds, 0.2% hits; AID 761, 2007; GST-Cdc42 beads; actives lie on both sides; Cell division control protein 42 homolog (Homo sapiens), P60953;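 active = percent activity GTP binding at least 20 points away from the 100% baseline, either down as inhibitor or up as activator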;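 note: median bead fluorescence of bound Bodipy-FL-GTP at 100 nM; 0% = excess unlabeled GTP control and 100% = no compound control; below 100% means less GTP binding so inhibitor and above means activator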
Target sequence (P60953 whole entry, looked up): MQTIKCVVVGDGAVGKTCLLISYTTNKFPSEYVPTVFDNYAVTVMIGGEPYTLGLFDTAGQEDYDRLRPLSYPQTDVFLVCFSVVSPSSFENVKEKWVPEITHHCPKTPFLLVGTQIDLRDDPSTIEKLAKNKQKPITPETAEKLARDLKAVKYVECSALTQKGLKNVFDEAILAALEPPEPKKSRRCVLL
Rac1 wt GTP bind: wildtype Rac1 GTP binding modulators, primary screen, biochemical, GST-Rac1 beads, flow cytometry, multiplex | Ras-related C3 botulinum toxin substrate 1 (Homo sapiens), P63000 | fluorescent GTP binding; actives lie on both sides; 0 = cold GTP competed, 100 = untreated | GTP binding activity (% of control), % at 10 µM | 190,000 compounds, 0.27% hits | AID 757, 2007;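 active = GTP binding activity at least 20 points away from the 100% control level, either lower or higher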
Mcl1-Bid inh: Mcl-1/Bid binding inhibitors, primary screen, biochemical, TR-FRET, 1536-well | Induced myeloid leukemia cell differentiation protein Mcl-1 (Homo sapiens), Q07820 | TR-FRET Mcl-1/Bid-Dy647 peptide binding | inhibition, % at 21.7 µM | 220,000 compounds, 0.97% hits | AID 1021, 2008;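 active = compounds that cut the binding signal by more than half at the single screening dose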;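 note: His-tagged Mcl-1 with europium anti-His antibody binding Bid BH3 peptide; 0% = Mcl-1 plus peptide wells and 100% = peptide-only wells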
Active calls of the source: *; x = no result given; & = joins results of further samples. Only part of the results is shown; the hit share may differ from the screen's.

SMILES	Rab7 wt GTP bind	Avidin bead fluor	HRas wt GTP bind	Rab2 wt GTP	Mcl1-Noxa inh	Pf gamet viab	Rac1 act GTP bind	GSH bead fluor	Cdc42 wt	Rac1 wt GTP bind	Mcl1-Bid inh
C/C=C(/C)C(=O)O[C@@H]1c2c(ccc3ccc(=O)oc23)OC(C)(C)[C@@H]1OC(=O)/C(C)=C\C	99	15	104	103	0	x	101	16	104	107	9
CC(=O)NC(Cc1ccccc1)C(=O)O (stereo not drawn)	99	21	101	99	-8	x	98	17	102	104	1
CN(C)CCOC(C)(c1ccccc1)c1ccccn1 (stereo not drawn)	98	10&5	99	99	25&4	x	100	23&63	102	104	6&2
O=C(CCNNC(=O)c1ccncc1)NCc1ccccc1	101	8	102	100	8	x	103	19	105	102	4
OCCN1CCN(CCCN2c3ccccc3Sc3ccc(Cl)cc32)CC1	102	7	97	98	35	x	102	21	101	101	-13
CCN(CC)CCNC(=O)c1cc(Cl)c(N)cc1OC	94	11	98	100	5	x	101	23	103	103	6
COc1ccc(/C=C/C(=O)Nc2ccccc2C(=O)O)cc1OC	90	9&8	91	91	21&19	x	95	21&67	96	97	6&6
O=C(CCN1CCC(c2ccccc2)C1)c1ccc2c(c1)OCCO2 (stereo not drawn)	99	4	99	96	23	x	95	17	96	100	-2
CCOc1ccc(NC(=O)Cn2cc(C(=O)c3ccco3)c3ccccc32)cc1	100	8	102	104	-5	-5	101	17	105	104	-11
CN1CCN(CCC(=O)N2c3ccccc3Sc3ccc(C(F)(F)F)cc32)CC1	100	6	102	101	19	x	101	17	103	102	15
Cc1cc(-c2ccccc2)nnc1NCCN1CCOCC1	94	10	100	100	22	x	97	22	99	106	42
C1CCC(C(CC2CCCCN2)C2CCCCC2)CC1 (stereo not drawn)	91	10	96	98	-8	x	101	20	98	102	6
Cc1nc2ccccn2c(=O)c1CCN1CCC(C(=O)c2ccc(F)cc2)CC1	96	x	99	98	21	x	98	16	99	104	0
c1ccc(CC2=NCCN2)cc1	96	8	96	97	5	x	97	11	95	97	1
O=C(NCCc1c[nH]c2ccccc12)c1cccnc1	97	14	101	99	25	x	95	24	99	96	-22

Part of the list above, with each value named:
SMILES: O=C(CCN1CCC(c2ccccc2)C1)c1ccc2c(c1)OCCO2 (stereo not drawn)
  Rab7 wt GTP bind = 99	Avidin bead fluor = 4	HRas wt GTP bind = 99	Rab2 wt GTP = 96	Mcl1-Noxa inh = 23	Pf gamet viab = x	Rac1 act GTP bind = 95	GSH bead fluor = 17	Cdc42 wt = 96	Rac1 wt GTP bind = 100	Mcl1-Bid inh = -2
SMILES: CCOc1ccc(NC(=O)Cn2cc(C(=O)c3ccco3)c3ccccc32)cc1
  Rab7 wt GTP bind = 100	Avidin bead fluor = 8	HRas wt GTP bind = 102	Rab2 wt GTP = 104	Mcl1-Noxa inh = -5	Pf gamet viab = -5	Rac1 act GTP bind = 101	GSH bead fluor = 17	Cdc42 wt = 105	Rac1 wt GTP bind = 104	Mcl1-Bid inh = -11
SMILES: CN1CCN(CCC(=O)N2c3ccccc3Sc3ccc(C(F)(F)F)cc32)CC1
  Rab7 wt GTP bind = 100	Avidin bead fluor = 6	HRas wt GTP bind = 102	Rab2 wt GTP = 101	Mcl1-Noxa inh = 19	Pf gamet viab = x	Rac1 act GTP bind = 101	GSH bead fluor = 17	Cdc42 wt = 103	Rac1 wt GTP bind = 102	Mcl1-Bid inh = 15
SMILES: Cc1cc(-c2ccccc2)nnc1NCCN1CCOCC1
  Rab7 wt GTP bind = 94	Avidin bead fluor = 10	HRas wt GTP bind = 100	Rab2 wt GTP = 100	Mcl1-Noxa inh = 22	Pf gamet viab = x	Rac1 act GTP bind = 97	GSH bead fluor = 22	Cdc42 wt = 99	Rac1 wt GTP bind = 106	Mcl1-Bid inh = 42

Following part:
Abbreviations: A = Rab7 wt GTP bind; B = Avidin bead fluor; C = HRas wt GTP bind; D = Rab2 wt GTP; E = Mcl1-Noxa inh; F = Pf gamet viab; G = Rac1 act GTP bind; H = GSH bead fluor; I = Cdc42 wt; J = Rac1 wt GTP bind; K = Mcl1-Bid inh
> CCOc1ccc(C(=O)OCCN(CC)CC)cc1
  A = 102	B = 15	C = 101	D = 100	E = 29	F = 2	G = 98	H = 33	I = 100	J = 101	K = 9

> C[C@]12CCC(=O)C=C1CC[C@@H]1[C@@H]2CC[C@@]2(C)[C@H]1CC[C@]2(O)C(=O)CO
  A = 104	B = 5	C = 100	D = 103	E = 17	F = x	G = 99	H = 20	I = 103	J = 99	K = 2

> Oc1ccc(/C=C/c2cc(O)cc(O)c2)cc1
  A = 96	B = 11	C = 95	D = 93	E = 37	F = x	G = 102	H = 17	I = 97	J = 99	K = -6

> CC[N+](C)(CC)CCOC(=O)C(O)(c1ccccc1)C1CCCCC1 (stereo not drawn)
  A = 97	B = 11	C = 96	D = 99	E = 16	F = x	G = 98	H = 20	I = 101	J = 100	K = 0

> CC[n+]1c(C)sc2cc(OC)ccc21
  A = 95	B = 5	C = 96	D = 98	E = 10	F = 5	G = 93	H = 20	I = 99	J = 97	K = -31

> CCN(CC)CCOC(=O)C1(c2ccccc2)CCCC1
  A = 95	B = 9	C = 98	D = 97	E = x	F = x	G = 96	H = 33	I = 98	J = 94	K = 14

> c1ccc(CN(CC2=NCCN2)c2ccccc2)cc1
  A = 98&102	B = 9&9	C = 98&101	D = 98&102	E = 10&-10	F = x	G = 100&98	H = 21&21	I = 101&103	J = 100&103	K = 3&6

> CC(COc1ccccc1)NC(C)C(O)c1ccc(O)cc1 (stereo not drawn)
  A = 98	B = 9	C = 97	D = 97	E = 7	F = x	G = 101	H = 22	I = 105	J = 100	K = 7
